Compound activity (PubChem)
SRC1 TRFRET art: flags TR-FRET format artefacts in PPARgamma SRC-1 recruitment agonist screen | TR-FRET ratio at 8 µM | AID 1051 | actives 0.34% (n = 99,000) | TR-FRET detection artefact counter-screen, emission ratio; hits give high values; in the data active = TR-FRET ratio above about 2300; note: inactives centre near 1800; reference of the scale not given here
SRC3 TRFRET art: TR-FRET artefact, counter-screen to PPARgamma/SRC-3 agonist assay | PPARgamma/SRC-3 format; hits give high values | actives 0.39% (n = 99,000) | TR-FRET ratio at 8 µM | AID 1048; in the data active = TR-FRET ratio above about 2000; note: inactives centre near 1600; reference of the scale not given here
Numbers without * were called inactive. The list is partial, so the mix of outcomes need not match the whole.

Start of the data: the first 7 compounds, ahead of the listing:
nr	SMILES	SRC1 TRFRET art	SRC3 TRFRET art
1	O=C(Nc1ccc(N2CCN(C(=O)C3CC3)CC2)cc1)c1cccs1	2045	1675
2	CC(C)(C)c1nc2ccc([N+](=O)[O-])cc2[nH]1	1649	1646
3	CC1CCCCN1C(=O)Cn1cc(C=O)c2ccccc21 (stereo not drawn)	1640	1490
4	CC(C)(C)NC(=O)CN(Cc1cccs1)C(=O)CNS(=O)(=O)c1ccc(F)cc1	1646	1237
5	CN(Cc1cc(-c2ccccc2)on1)C(=O)c1cc(COc2c(F)cccc2F)on1	1752	1470
6	CCOc1ccccc1N1C(=O)CC(Sc2n[nH]c(-c3ccccc3)n2)C1=O (stereo not drawn)	1649	1621
7	COC(=O)c1ccccc1-c1ccc(C=O)o1	1742	1505

The whole of this part (from the top)
nr	SMILES	SRC1 TRFRET art	SRC3 TRFRET art
1	O=C(Nc1ccc(N2CCN(C(=O)C3CC3)CC2)cc1)c1cccs1	2045	1675
2	CC(C)(C)c1nc2ccc([N+](=O)[O-])cc2[nH]1	1649	1646
3	CC1CCCCN1C(=O)Cn1cc(C=O)c2ccccc21 (stereo not drawn)	1640	1490
4	CC(C)(C)NC(=O)CN(Cc1cccs1)C(=O)CNS(=O)(=O)c1ccc(F)cc1	1646	1237
5	CN(Cc1cc(-c2ccccc2)on1)C(=O)c1cc(COc2c(F)cccc2F)on1	1752	1470
6	CCOc1ccccc1N1C(=O)CC(Sc2n[nH]c(-c3ccccc3)n2)C1=O (stereo not drawn)	1649	1621
7	COC(=O)c1ccccc1-c1ccc(C=O)o1	1742	1505
8	O=C(NC(=S)Nc1nc(-c2ccccc2)cs1)c1ccco1	2016	1569
9	CC(=O)Nc1ccc(NC(=O)C(=O)c2cn(CC(=O)N3CCCCC3)c3ccccc23)cc1	1773	1490
10	COc1ccc(-c2cnnc(N/N=C/c3ccc(-c4ccc([N+](=O)[O-])cc4)o3)n2)cc1	1832	1655
11	CCOc1ncccc1C(=O)OCC(=O)c1ccccc1Br	1556	1392
12	c1ccc(OCc2noc(CN3CCC(C4CCCCC4)C3)n2)cc1 (stereo not drawn)	1728	1654
13	CCOc1cc(S(=O)(=O)NCc2ccncc2)ccc1Cl	1567	1440
14	COc1cccc(-c2ccc(C#N)c(SCC(=O)NCCc3ccccc3)n2)c1	1755	1544
15	Cc1occc(=O)c1OC(=O)Nc1ccc(Cl)c(Cl)c1	1994	1597
16	O=C1CCC2S/C(=C/Nc3ccc(C(F)(F)F)cc3)C(=O)N12 (stereo not drawn)	1660	1616
17	O=C(N/N=C\c1ccc(F)cc1)c1ccc(Cn2cc(Br)c([N+](=O)[O-])n2)o1	1501	1451
18	CC(C)CNS(=O)(=O)c1ccc(CCC(=O)N2CCN(c3ccc(F)cc3)CC2)cc1	1502	1493
19	N#C/C(=C\c1ccc2c(c1)OCO2)C(=O)NCc1ccco1	1605	1576
20	Cc1occc1C(=O)NNC(=S)Nc1ccccc1C(F)(F)F	1790	1537
21	CC1CN=C(Nc2cccc(S(=O)(=O)N(C)C)c2)S1 (stereo not drawn)	1884	1248
22	O=C(CCC(=O)Nc1ccc(Cl)cc1Cl)NNC(=O)Nc1ccccc1	1477	1437
23	CC(C)c1ccc2[nH]c(O)c(N=NC(=S)NCCc3ccccc3)c2c1	1975	1719
24	CC1=Nc2ccccc2N=C(NC(=O)CN2CCN(c3ccccc3)CC2)C1c1ccccc1 (stereo not drawn)	2049	1696
25	CCOC(=O)c1cccc(NS(=O)(=O)c2cnc[nH]2)c1	1784	1626
26	O=C(O)c1cccc(Oc2ccccc2[N+](=O)[O-])c1	1385	1545
27	CCc1nc(SCC(=O)c2c[nH]c3ccccc23)n[nH]1	1839	1521
28	Cc1ccc(NC(=O)COC(=O)Cn2cnc3c2c(=O)n(C)c(=O)n3C)c(Cl)c1	1792	1443
29	CCOC(=O)c1c(NC(=O)CSc2nnc(-c3c[nH]c4ccccc34)n2CCOC)sc2c1CCCC2	1617	1581
30	CCOC(=O)NC(=O)CSc1nnc(SCCC(=O)O)s1	1828	1616
31	Nc1nc(Cl)cc(NCCc2ccc(O)cc2)n1	1739	1556
32	Cc1nc(C)c(CC(=O)N2CCc3c([nH]c4ccccc34)C2c2ccccn2)s1 (stereo not drawn)	1853	1611
33	CN(C(=O)COC(=O)c1ccc(S(=O)(=O)N2CCOCC2)cc1)C1CCCCC1	1997	1409
34	CSc1cccc(NC(=O)/C=C/c2cccc(Cl)c2)c1	1789	1576
35	COc1ccc(CCN(C(=O)Cn2nnc3ccccc32)C(C(=O)NCC2CCCO2)c2ccncc2)cc1OC (stereo not drawn)	1454	1555
36	Cc1ccccc1C(=O)NC(=S)Nc1ccccc1N1CCCC1	1639	1520
37	COc1cc(OC)cc(C(=O)Nc2cccnc2)c1	1885	1765
38	NC(=O)C1CC(=O)N(c2ccc(OCc3ccc(Cl)cc3Cl)cc2)C1 (stereo not drawn)	1964	1437
39	CCn1nnnc1NC(=O)c1cc(OC)c(OC)c(OC)c1	1458	1312
40	CC(C)CC(NC(=O)c1ccc(Cl)cc1)C(=O)OCc1cc([N+](=O)[O-])cc2c1OCOC2 (stereo not drawn)	2010	1754
41	c1ccc(Cc2noc(CN3CCC(CN4CCOCC4)CC3)n2)cc1	1500	1745
42	CC(C)N(N=Nc1ccc([N+](=O)[O-])cc1)C(C)C	1794	1642
43	CC(C)N(C(=O)NC(=O)Nc1ccccn1)S(C)(=O)=O	1664	1534
44	Cc1cc(C)c(OCC(=O)Nc2nc(-c3ccccn3)cs2)c(C)c1	1992	1670
45	CC(C)c1nc(CNC(=O)c2cc(COc3c(F)cccc3F)on2)cs1	1842	1567
46	CSc1nc(C(=O)N2CCc3c([nH]c4ccccc34)C2c2ccccn2)cs1 (stereo not drawn)	1918	1642
47	O=C(Cn1cnc([N+](=O)[O-])n1)N/N=C/c1cc(Cl)ccc1O	1784	1678
48	O=C(O)c1ccccc1C(=O)NNc1ccc(Cl)cc1Cl	1598	1612
49	COC(=O)C(O)(NC(=O)OCc1ccccc1)C(F)(F)F (stereo not drawn)	1487	1687
50	CCCCNC(=O)C1C2C=CC(C2)C1C(=O)O (stereo not drawn)	1641	1360

Continuation.
nr	SMILES	SRC1 TRFRET art	SRC3 TRFRET art
51	O=C1CCCC2(O)C1C(c1cccc(Br)c1)NC(=O)N2Cc1ccccc1 (stereo not drawn)	1745	1629
52	N#C/C(=C\c1ccc(-c2ccccc2[N+](=O)[O-])o1)C(=O)N1CCOCC1	2052	1736
53	COc1ccc(NC(=O)COC(=O)CCNS(=O)(=O)c2ccccc2)cc1OC	1731	1607
54	O=C(COC(=O)c1cc[n+]([O-])cc1)Nc1ccc([N+](=O)[O-])cc1	1603	1522
55	c1ccc(-c2ccc(-c3nc(-c4cccnc4)no3)cc2)cc1	1938	1739
56	CCOC(=O)Cn1c(CN2CCc3ccccc3C2)nc2c1c(=O)n(C)c(=O)n2C	1957	1618
57	CCCCC(=O)Nc1nnc(-c2ccco2)o1	1446	1466
58	O=C(O)CCC(=O)Nc1sc2c(c1C(=O)Nc1cccc3ccccc13)CCCCC2	1765	1698
59	CCOc1ccccc1NC(=O)NC1CC2CCCC(C1)N2Cc1nnnn1CCc1ccccc1 (stereo not drawn)	1786	1357
60	Cc1nn(-c2ccccc2)c(C)c1C(=O)NCc1ccc(F)cc1	1553	1482

Values in list order from above.
Compounds 23 to 34 in SRC1 TRFRET art read 1975, 2049, 1784, 1385, 1839, 1792, 1617, 1828, 1739, 1853, 1997, 1789

The list goes on:
nr	SMILES	SRC1 TRFRET art	SRC3 TRFRET art
61	CCOC(=O)c1sc(N=NC2=C(O)CC(C)(C)CC2=O)c(C(=O)OCC)c1C	1920	1591
62	O=C(O)CSC1CC(=O)N(c2cccc(Cl)c2)C1=O (stereo not drawn)	1803	1490
63	COc1cc(Br)c(CCNC(=O)Cc2ccccc2)cc1OC	1815	1744
64	C=CCNC(=O)CSc1n[nH]c(-c2cc(Cl)ccc2OC)n1	1887	1391
65	Cc1c(Cl)cccc1NC(=S)N1CCC(C(N)=O)(N2CCCCC2)CC1	1851	1763
66	Nc1cc(-c2ccc(Br)cc2)[nH]n1	2063	1534
67	CCOc1ccc(CCNC(=O)c2ccc(C)c(N3CCCC3=O)c2)cc1OCC	1677	1429
68	CCOc1ccc(-n2nc3c(=O)n(CCN4CCCCC4)nc(C)c3c2C)cc1	1680	1643
69	C=CCC(C=C)[N+]1(CC(=O)OC)CCCCC1 (stereo not drawn)	1608	1415
70	CCOc1ncccc1C(=O)Nc1ccc(OC)c(S(=O)(=O)N2CCCCC2)c1	1863	1417
71	C/C(=N\Nc1ccccc1)c1c(O)cc(C)oc1=O	1878	1700
72	Cc1cccc(NC(=S)N(c2ccccc2)C(C)C)c1C	2030	1644
73	CCOC(=O)C1(CCc2ccccc2)CCN(C(=O)c2ccoc2)CC1	1791	1631
74	Cc1cccc(Nc2nnc(SCC(=O)NCc3cccs3)s2)c1C	1875	1442
75	CC(OC(=O)CCN1C(=O)c2cccc([N+](=O)[O-])c2C1=O)C(=O)Nc1cc(Cl)cc(Cl)c1 (stereo not drawn)	1785	1751
76	Cc1ccc(C(=O)CC2C(=O)N(c3ccccc3)C(=S)N2c2ccccc2)cc1 (stereo not drawn)	1801	1516
77	N#CCc1nn(-c2ccc(F)cc2)c(N)c1C#N	1557	1446
78	CC1CCN(c2nc3nonc3nc2Nc2ccc(F)cc2)CC1	1737	1515
79	O=C(CCC(=O)Nc1ccc(Cl)cc1Cl)N/N=C/c1ccc([N+](=O)[O-])o1	1784	1498
80	Cn1ccnc1C(=O)c1cc(SCC(=O)N2CCOCC2)nc2ccccc12	1739	1293
81	COc1ccc(S(=O)(=O)NCC2CCCN(Cc3ccccc3C)C2)cc1 (stereo not drawn)	1833	1576
82	CCOC(=O)/C=C1\SCC(=O)N1CC(=O)NCCOC	1760	1633
83	O=C(N/N=C/c1ccco1)c1ccccc1OCc1ccccc1Cl	1637	1472
84	COc1ccc([N+](=O)[O-])cc1/C=N/NC(=O)CNC(=O)C(c1ccccc1)c1ccccc1	1974	1496
85	CC(C)(C)C1CCC(=NNC(=O)c2ccccc2-n2cccc2)CC1 (stereo not drawn)	1924	1635
86	NNC(=O)/C=C/c1ccc(Cl)cc1Cl	1825	1562
87	CC(c1ccccc1)C1CC(=O)N(Cc2ccccc2)C1=O (stereo not drawn)	1620	1638
88	CN(c1ccccc1)S(=O)(=O)c1cccc(NC(=O)Nc2ccc(Cl)cc2C#N)c1	1745	1504
89	Cn1c(SCC(=O)NCCc2ccccc2)nc2c([nH]c3ccccc32)c1=O	1809	1596
90	COc1ccc(C(=O)CCC(=O)Nc2cccnc2)cc1	1837	1503
91	CN(C)S(=O)(=O)c1cc(NC(=O)CSc2nn(-c3ccc(Cl)cc3)c(=S)s2)ccc1Cl	1787	1606
92	CCOC(=O)CSc1nc2cc3c(cc2cc1C#N)OCCO3	1870	1735
93	COCCNc1nc(Cl)c(C#N)s1	1552	1576
94	COc1ccc(N(C)S(=O)(=O)c2cccc(C(=O)Nc3nc4ccccc4[nH]3)c2)cc1	1956	1729
95	Nc1ccc2nc(-c3cccnc3)[nH]c2c1	2192	1745
96	CCn1c(C)nc([N+](=O)[O-])c1C(=O)O	1684	1395
97	CSCC(=O)N1CCCC(CO)(Cc2ccccc2C)C1 (stereo not drawn)	1476	1513
98	CC(C)(C)c1ccc(Cn2cnc(-c3ccc([N+](=O)[O-])cc3)c2)cc1	1875	1664
99	CC1CCCCC12NC(=O)N(CC(=O)Nc1ccc(N3CCOCC3)cc1)C2=O (stereo not drawn)	1776	1448
100	C=CCn1c(SCC(=O)Nc2cc(C)nn2-c2ccccc2)nnc1C1CCCCC1	1875	1594

Pulled by structure from the entries so far, 2 records:
nr	SMILES	SRC1 TRFRET art	SRC3 TRFRET art
45	CC(C)c1nc(CNC(=O)c2cc(COc3c(F)cccc3F)on2)cs1	1842	1567
13	CCOc1cc(S(=O)(=O)NCc2ccncc2)ccc1Cl	1567	1440

The results go on.
nr	SMILES	SRC1 TRFRET art	SRC3 TRFRET art
101	Cc1ccc(S(=O)(=O)N(CC(=O)Nc2ccccc2C(=O)O)c2ccc(Cl)cc2)cc1	1522	1666
102	Cc1ccc(N=Nc2ccc(O)c3ncccc23)cc1C	2060	1494
103	CCC(=O)NC(=S)Nc1cccc(NC(=O)c2ccccc2C)c1	1951	1775
104	CCC(C)N(C)C(=O)c1cc2ccccc2c(-c2ccccc2Cl)n1 (stereo not drawn)	1575	1237
105	COc1cc(OC)cc(C(=O)N[C@H](C(=O)NCc2cccs2)C(C)C)c1	1618	1624
106	COc1ccc(N2CCN(C(=O)CSc3nnc4ncccn34)CC2)cc1	1678	1833
107	COCCc1ccc(OCC(O)CNC(C)C)cc1 (stereo not drawn)	1600	1548
108	O=C(Nc1cc(Cl)ccc1Oc1ccccc1)c1ccc(F)cc1	1636	1678
109	CN1/C(=C/C(=S)NC(=O)C2(C)CC2(Cl)Cl)C(C)(C)c2ccccc21 (stereo not drawn)	1812	1636
110	CCOc1cc(/C=N/Nc2cccc(C(=O)O)c2)ccc1OC(=O)c1ccccc1	1794	1630
111	Cc1nn(-c2ccccc2)c(Cl)c1C(=O)Nc1ccc(N2CCOCC2)cc1	1916	1764
112	CCOC(=O)c1c(-c2ccccc2)csc1NC(=O)/C(C#N)=C/c1ccc(O)c(OC)c1	1599	1444
113	Cc1ccc(CSc2n[nH]c(N)n2)cc1	1768	1612
114	O=C(NC1CCCCC1)C(c1cccnc1)N(C(=O)CCl)c1cccc(Cl)c1 (stereo not drawn)	1674	1636
115	Cc1ccc(S(=O)(=O)N2CCC(=O)N(C(COCc3cccc(Cl)c3)Cc3ccccc3)CC2)cc1 (stereo not drawn)	1591	1521
116	CCOc1cccc(-c2nnc3sc(COc4ccccc4)nn23)c1	2138	1860
117	CCCNC(=O)NC(=O)COc1ccc(-c2ccc(C#N)cc2)cc1	1698	1633
118	COC(=O)C(Cc1ccccc1)NC(=O)c1cc(=O)[nH]c2ccccc12 (stereo not drawn)	1815	1697
